# esBAF inh: Bmi1 luciferase reporter increase in mESCs, primary screen, esBAF inhibitor project, mouse ES cells, Bmi1 luciferase knock-in, single point; 24 h; 100% = twice the neutral-well signal; reporter increase, % at 12.5 µM; AID 602393, 2012; hit rate 2% among 350,000; in the data active = activation above about 40%;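 also: 0% = median of the plate's neutral control wells and 100% = double that signal; a rise in the Bmi1 reporter signal indicates esBAF inhibition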
# ERp5 inh: inhibitors of ERp5-driven insulin aggregation, primary screen, biochemical, turbidity, absorbance 650 nm, single point; Protein disulfide-isomerase A6 (Homo sapiens), Q15084; 90 min; inhibition, % at 9.99 µM; hit rate 0.05% among 350,000;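 active = mean replicate inhibition above about 25%, with every replicate also reaching it, limit read from the data, passing the limit was not always enough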
# RAD54 branch: inhibitors of human RAD54 branch migration, primary screen, biochemical, fluorescence, single point; hit rate 0.14% among 360,000; RAD54 Holliday junction branch migration, FAM/BHQ fluorescence; inhibition, % at 10.4 µM; DNA repair and recombination protein RAD54-like (Homo sapiens), Q92698;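 active = mean normalized replicate activity at least 40 and at least half of replicates scoring 40 or more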;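 also: 0% = median of neutral control wells and 100% = median of positive control wells; inhibitors cause a drop in the FAM fluorescence signal; in these data hits start at about 50%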
# ERAP1 HTS inh: human ERAP1 aminopeptidase inhibitors, primary screen, biochemical, single point, plate reader. Endoplasmic reticulum aminopeptidase 1 (Homo sapiens), Q9NZ08. recombinant ERAP1, Leu-AMC fluorescence, 60 min. inhibition, % at 10.7 µM. hit rate 0.15% among 340,000. AID 652197, 2013;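 active = mean replicate inhibition of at least 30%, or all replicates individually reaching that 30% level; inactive = mean below 30% and not every replicate reaching it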;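 also: 0% = neutral control wells and 100% = L-leucinethiol positive control wells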
# XiGFP reactiv: activators of inactive X chromosome reactivation, primary screen, imaging, XiGFP fibroblasts, GFP high-content imaging, set 2; hit rate 0.055% among 360,000; AID 743238, 2013; activation, % at 7.58 µM; XiGFP mouse fibroblasts, % GFP-positive cells imaging, 3 d; cells co-treated with 5-aza-dC sensitizer; scaled so ellipticine positive control = 100%;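 active = mean normalized replicate activation at least 10% and every replicate at or above 10%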;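 also: 0% = median of on-plate neutral control wells and 100% = ellipticine 6 µM median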
#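 System: 68-5-11 XiGFP fibroblast line; Timing: 3 days compound exposure; Compound dosing: one concentration, pinned; Benchmarks: positive control ellipticine, 6 µM final; Buffer or medium: DMEM containing 5-aza-dC.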
# E-sel inducer: E-selectin induction in HUVECs, primary screen, imaging, HUVEC, immunofluorescence imaging, single point; P16581; normalized: neutral wells 0, TNF-alpha wells 100; activation, % at 7.58 µM; hit rate 0.37% among 260,000;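 active = mean E-selectin-positive cell signal at least 10% of the positive control, reached in at least 60% of replicates, without over 20% cell loss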;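 also: in these data hits start at about 27%; measured in HUVEC primary endothelial cells; signal is the percent of cells scored E-selectin positive by PE staining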
# Target sequence (P16581 whole entry, looked up): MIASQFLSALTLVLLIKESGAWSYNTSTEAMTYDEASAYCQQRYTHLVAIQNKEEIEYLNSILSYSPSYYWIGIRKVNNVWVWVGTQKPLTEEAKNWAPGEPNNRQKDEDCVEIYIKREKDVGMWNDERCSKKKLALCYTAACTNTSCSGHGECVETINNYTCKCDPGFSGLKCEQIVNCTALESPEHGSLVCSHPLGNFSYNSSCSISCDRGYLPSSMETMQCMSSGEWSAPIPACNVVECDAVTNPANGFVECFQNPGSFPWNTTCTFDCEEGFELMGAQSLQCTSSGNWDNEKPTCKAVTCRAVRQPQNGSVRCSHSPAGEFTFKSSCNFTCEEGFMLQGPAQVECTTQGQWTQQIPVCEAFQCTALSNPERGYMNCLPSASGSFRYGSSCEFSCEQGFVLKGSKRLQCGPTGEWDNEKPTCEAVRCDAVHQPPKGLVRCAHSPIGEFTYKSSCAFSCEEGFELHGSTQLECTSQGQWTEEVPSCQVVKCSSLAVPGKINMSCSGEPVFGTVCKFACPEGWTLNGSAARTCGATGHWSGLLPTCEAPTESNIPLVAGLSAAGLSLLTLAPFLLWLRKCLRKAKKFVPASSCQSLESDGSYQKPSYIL
#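 material = human umbilical vein endothelial cells (HUVEC), E-selectin induction | quantity = 3,000 cells/well | medium = EGM-2 growth medium on 0.1% gelatin-coated wells | technique = immunofluorescence imaging | read-out basis = % PE-positive cells | control set = TNF-alpha positive control, DMSO neutral control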
# RAD52 anneal inh: RAD52 DNA annealing inhibitors, primary screen, biochemical, FRET, single point, set 2 | DNA repair protein RAD52 homolog (Homo sapiens), P43351 | recombinant RAD52 DNA annealing, FRET fluorescence | inhibition, % at 18.7 µM | hit rate 0.46% among 360,000;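 active = every replicate showing at least 50% inhibition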
# S100A4 inh HTS: inhibitors of S100A4-myosin IIA peptide binding, primary screen, biochemical, fluorescence polarization, TAMRA-MyoIIA peptide | hit rate 0.14% among 360,000 | inhibition, % at 10.7 µM | Protein S100-A4 (Homo sapiens), P26447 | AID 652163, 2013;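 active = mean inhibition of at least 70% across replicates, with every replicate also reaching that level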
# Target sequence (P26447 whole entry, looked up): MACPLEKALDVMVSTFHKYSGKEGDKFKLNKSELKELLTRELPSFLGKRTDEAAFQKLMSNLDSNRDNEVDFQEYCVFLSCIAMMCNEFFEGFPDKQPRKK
#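 Assay system: human S100A4 monomer with TAMRA-labelled myosin IIA peptide / Buffer or medium: Calcium-containing HEPES buffer, pH 7.2 / Reagent: TAMRA-labelled myosin IIA heavy-chain peptide probe, 5 nM / Compound: one dose per compound / Timing: polarization read 5 min after assay mix addition, stable 5–60 min / Benchmarks: neutral control DMSO, positive control TFP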
# Numbers without * were called inactive; x = not tested or not shown.
# Value order – esBAF inh	ERp5 inh	RAD54 branch	ERAP1 HTS inh	XiGFP reactiv	E-sel inducer	RAD52 anneal inh	S100A4 inh HTS
COc1ccc(CC(=O)NCCC2=CCCCC2)cc1
 : 8	1	-6	1	0.6	x	-7	3
COc1ccc(C2=NS(=O)(=O)N(C)C(C(=O)N3CCN(C)CC3)=C2)cc1
 : 1	8	-7	-2	0.0	x	-7	5
Cc1ccsc1-c1nc(CN2C[C@@H](C)O[C@@H](C)C2)c(C)o1
 : x	6	x	-1	-0.2	2.3	-9	2
COc1cccc(CNC(=O)[C@@H]2CCCN2C(=O)[C@@H]2CCCN2)c1
 : x	9	x	-1	0.4	0.0	-11	0
CC(C)(C)OC(=O)COc1cccc(C(=O)CCN2CCOCC2)c1
 : x	-1	x	-2	x	x	-6	2
CCOC(=O)Nc1ccc([N+](=O)[O-])cc1C
 : x	2	-8	-2	-0.1	x	-12	-2
O=C(C1CCOCC1)N1CC(=O)N2[C@@H](CO)[C@@H](c3ccc(C#CCc4ccccc4)cc3)[C@@H]2C1
 : x	7	x	1	0.0	-0.1	4	-1
CCOC(=O)C[C@H]1c2cc(F)ccc2S(=O)(=O)N1C1CCCCC1
 : -1	0	-5	2	0.0	1.3	-1	9
Brc1cccc(-c2nc3c4ccccc4ccn3c2Cc2ccsc2)c1
 : 18	-11	4	0	0.2	x	-53	-3
O=C(CSc1nnnn1C1CCCCC1)NNC(=O)c1ccco1
 : x	3	x	-2	0.5	4.2	-22	20
O=C1c2ccccc2NC(c2ccc(-c3cccc(Cl)c3)o2)N1O (configuration not stated)
 : x	3	4	3	x	x	-68	1
CC1Cc2cc(S(=O)(=O)NCc3ccccc3)ccc2N1C(=O)C1CCC1 (configuration not stated)
 : 2	4	4	3	0.3	x	-6	-1
CC=Cc1ccc2n(c1=O)C[C@@H]1[C@@H](CO)[C@H](C(=O)NCC)[C@H]2N1CCC(F)(F)F (mixture of isomers)
 : -2	4	-9	-2	0.1	-1.5	75*	32
CCn1nnc(-c2ccccc2NC(=O)C(F)(F)F)n1
 : 6	-2	-3	-2	x	x	4	-7
COc1ccc(C(C)=O)cc1COC(=O)c1ccc(S(=O)(=O)N2CCOCC2)cc1
 : -4	-2	1	2	x	x	-9	-1
Cc1cccc(NC(=O)CSCC(=O)Nc2cc(Cl)ccc2N2CCOCC2)c1
 : 3	-1	0	-1	0.3	0.2	-6	12
Cc1cccc(CN(C)C[C@H]2OCc3cn(nn3)CCCC(=O)N([C@H](C)CO)C[C@H]2C)c1
 : -1	1	-1	2	-0.3	-0.2	-1	-10
CCOc1ccc(/C=C/C(=O)OCC(=O)NCCc2ccc(OCC)c(OCC)c2)cc1OC
 : 1	-4	6	-5	0.2	0.0	0	-3
COc1ccc(CN2CCC2(C)C(=O)NCc2ccc3c(c2)OCO3)c2ccccc12 (configuration not stated)
 : 0	6	3	-3	-0.1	-0.8	-7	-2
CC1(C(=O)NS(=O)(=O)c2ccccc2)CCN1C(=O)c1ccccc1CCc1ccccc1 (configuration not stated)
 : 3	-2	-8	1	0.0	-0.3	-6	0
CC(=O)c1ccc(-n2nnnc2SCC(=O)NC2CCCCC2)cc1
 : -1	2	-36	2	0.0	x	-26	-7
COCC(C)n1c(C)cc(C(=O)COC(=O)CCc2nc3ccccc3c(=O)[nH]2)c1C (configuration not stated)
 : 4	0	-13	-1	0.0	-0.2	-5	-4
c1ccc(NN(Cc2ccccn2)c2ccccc2)cc1
 : -5	4	3	-2	0.0	x	-13	11
O=C(NC1CCCCCC1)c1cc(S(=O)(=O)N2CCC3(CC2)OCCO3)ccc1F
 : 8	2	0	0	x	x	-9	1
CC1=C(C)CC2C(C1)C(=O)c1ccc(Br)cc1S2(=O)=O (configuration not stated)
 : -4	0	1	0	0.0	x	-34	-6
c1cc2c(cn1)cnc1cscc12
 : x	-2	-8	15	-0.1	x	-17	10
C[C@@H]1CN([C@@H](C)CO)C(=O)Cc2cc(NC(=O)Nc3ccc(C(F)(F)F)cc3)ccc2O[C@H]1CN(C)S(C)(=O)=O
 : -4	0	-13	0	0.0	x	11	-4
Cc1ccc(OCC(=O)N2CCN(C(=O)c3ccncc3)CC2)cc1
 : x	1	x	7	0.0	3.8	-8	-4
Cc1[nH]n(-c2ncc(-c3ccccc3)s2)c(=O)c1C(c1ccc(Br)cc1)C(C#N)C#N (configuration not stated)
 : x	-2	-4	-1	0.0	x	-9	-4
COc1ccc2[nH]c3nc(SCC(=O)NC4CC4)nnc3c2c1
 : x	2	15	0	0.2	x	-3	-4
CO[C@H]1CN(C)C(=O)c2cc(NS(C)(=O)=O)ccc2OC[C@H](C)N(C(=O)C2CC2)C[C@@H]1C
 : 5	-5	-3	0	0.0	-0.2	-1	6
O=C(NCCNC(=O)c1ccccc1Br)c1cccnc1
 : x	-1	4	-2	0.0	0.6	-9	0
Cc1ccccc1NC(=O)c1ccc(C)c(S(=O)(=O)NCc2cccnc2)c1
 : -1	0	3	2	0.0	-0.3	-6	-1
CC(=O)NCCN1C(=O)C2C3c4ccccc4C(c4ccccc43)C2C1=O (configuration not stated)
 : -5	0	-9	-1	x	x	0	0
COc1cc(NC(=O)c2ccccc2-c2ccccc2)cc(OC)c1
 : x	2	-12	0	0.3	0.3	-13	-4
C[C@@H]1NC(=O)/C(=C\c2ccccc2Cl)NC1=O
 : x	5	-4	1	0.0	1.2	-8	-25
O=C(OCC(=O)N1CCN(C(=O)c2ccco2)CC1)c1ccc(Cl)nc1
 : -6	6	-9	3	-0.4	0.2	-9	-2
CCN(C(=O)COC(=O)c1nc(Cl)ccc1Cl)c1c(N)n(Cc2ccccc2)c(=O)[nH]c1=O
 : -5	3	2	6	0.0	x	1	-2
COC(=O)[C@]12C[C@H](CC(=O)NCc3ccc(OC)c(OC)c3)C(=O)N(CCC3=CCCCC3)C1=C[C@H](COCc1ccccc1)O[C@@H]2C
 : x	5	x	-5	0.5	-0.3	-72	-8
O=C(C1CCC(=O)N(C2CCCC2)C1)N1CCN(c2ccccc2Cl)CC1 (configuration not stated)
 : 6	8	4	0	0.1	x	-6	-1
Cc1cccc(C(=O)Nc2cc(=O)n(C)c(=O)n2C)c1
 : -2	2	-1	-4	0.2	0.0	-7	-5
CCOC(=O)C1CCCN(Cc2cc(=O)oc3cc(C)ccc23)C1 (configuration not stated)
 : x	2	x	4	0.1	x	-7	0
CO[C@H]1CN(C)C(=O)c2cc(NC(C)=O)ccc2OC[C@H](C)N(CC2CC2)C[C@@H]1C
 : 2	-3	-4	-5	0.4	0.0	-9	-12
Cc1cc(C(=O)Nc2cc(C(C)(C)C)on2)c(C)o1
 : 63*	-3	-14	-4	0.2	x	-3	-3
C[C@H]1CN([C@@H](C)CO)C(=O)c2cc(NC(=O)CCC(F)(F)F)ccc2O[C@@H]1CN(C)C(=O)Nc1ccc(C(F)(F)F)cc1
 : 3	-4	9	0	0.0	0.1	-7	3
NC(=O)c1nsc(C(=O)N(Cc2ccccc2F)C(C(=O)NCC2CCCO2)c2ccc(F)cc2)c1N (configuration not stated)
 : -1	3	9	-7	0.2	-0.2	0	1
Nc1ccccc1C#CC(=O)c1ccccc1
 : -78	10	-4	-5	0.3	0.4	-22	4
COc1ccc(OCC(=O)Nc2ccc3c(c2)n(C)c(=O)n3C)cc1
 : -1	-1	8	-2	0.0	3.1	-2	-3
CC(C)OCCCNc1nc2c(cnn2C)c(=O)[nH]1
 : -8	-1	-8	0	0.0	0.2	-89	-4
O=C(/C=C/c1ccco1)Nc1sc2c(c1C(=O)O)CCC2
 : 32	-2	x	7	x	x	-19	-10
C[C@@H]1CN([C@@H](C)CO)C(=O)Cc2cc(NC(=O)Nc3cccc4ccccc34)ccc2O[C@H]1CN(C)CC1CCCCC1
 : -2	-2	1	0	0.3	0.6	0	9
O=C(O)c1cc(-c2cc3ccccc3o2)nn1-c1ccccc1
 : x	1	x	5	0.0	x	-33	54
CN1CCCN(C(=O)/C=C/c2ccc(Cl)cc2Cl)CC1
 : x	-4	x	5	0.0	x	5	-2
C[C@H](CO)N1C[C@H](C)[C@@H](CN(C)C(=O)NC2CCCCC2)Oc2c(NC(=O)c3ccc(-c4nccs4)cc3)cccc2C1=O
 : 6	3	2	1	-0.8	-4.2	2	8
CCN(Cc1ccccc1)S(=O)(=O)c1csc(C(N)=O)c1
 : 2	-2	6	0	0.0	x	-14	-3
Cc1ccc(C(O)c2ncc(-c3ccccc3Cl)[nH]2)cc1 (configuration not stated)
 : 21	-1	0	0	0.2	0.0	-9	-1
CN(Cc1ccccc1)S(=O)(=O)c1ccc(Cl)c(C(=O)OCC(=O)NC2CCS(=O)(=O)C2)c1 (configuration not stated)
 : 2	2	10	1	0.1	-0.2	-18	1
CCOC(=O)C1=CC[C@@H](c2ccco2)N(S(=O)(=O)c2ccc(C)cc2)[C@H]1C(=O)OCC
 : -8	-6	-16	2	0.1	0.1	-36	1

# In the list so far, seven contain fluorine:
# Value order – esBAF inh	ERp5 inh	RAD54 branch	ERAP1 HTS inh	XiGFP reactiv	E-sel inducer	RAD52 anneal inh	S100A4 inh HTS
CCOC(=O)C[C@H]1c2cc(F)ccc2S(=O)(=O)N1C1CCCCC1
 : -1	0	-5	2	0.0	1.3	-1	9
CC=Cc1ccc2n(c1=O)C[C@@H]1[C@@H](CO)[C@H](C(=O)NCC)[C@H]2N1CCC(F)(F)F (mixture of isomers)
 : -2	4	-9	-2	0.1	-1.5	75*	32
CCn1nnc(-c2ccccc2NC(=O)C(F)(F)F)n1
 : 6	-2	-3	-2	x	x	4	-7
O=C(NC1CCCCCC1)c1cc(S(=O)(=O)N2CCC3(CC2)OCCO3)ccc1F
 : 8	2	0	0	x	x	-9	1
C[C@@H]1CN([C@@H](C)CO)C(=O)Cc2cc(NC(=O)Nc3ccc(C(F)(F)F)cc3)ccc2O[C@H]1CN(C)S(C)(=O)=O
 : -4	0	-13	0	0.0	x	11	-4
C[C@H]1CN([C@@H](C)CO)C(=O)c2cc(NC(=O)CCC(F)(F)F)ccc2O[C@@H]1CN(C)C(=O)Nc1ccc(C(F)(F)F)cc1
 : 3	-4	9	0	0.0	0.1	-7	3
NC(=O)c1nsc(C(=O)N(Cc2ccccc2F)C(C(=O)NCC2CCCO2)c2ccc(F)cc2)c1N (configuration not stated)
 : -1	3	9	-7	0.2	-0.2	0	1
